Screens deposited in PubChem BioAssay by NCI.
yeast rad50: NCI yeast anticancer drug screen, S. cerevisiae rad50 strain; 79,000 compounds, 10% hits; % growth inhibition at 50 µM;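 further: 0% = growth of vehicle-only cultures of the same strain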
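Vehicle-treated cultures provide the reference for the growth inhibition reported for compound-exposed, repair-deficient yeast.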
yeast mec2-1: NCI yeast anticancer drug screen, S. cerevisiae mec2-1 strain | growth inhibition, % at 50 µM | 79,000 compounds, 9% hits | AID 157;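 further: 0% = growth of vehicle-only cultures of the same strain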
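Growth inhibition is read against vehicle-treated controls after compound exposure of the mec2-1 yeast strain, which is defective in DNA damage repair or cell cycle control.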
mlh1 rad18: NCI yeast anticancer drug screen, S. cerevisiae mlh1 rad18 strain. growth inhibition, % at 50 µM. 79,000 compounds, 11% hits;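 further: 0% = growth of vehicle-only cultures of the same strain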
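Compound-treated yeast growth, normalised to vehicle controls. Strain bears defined DNA repair mutations.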
yeast sgs1 mgt1: NCI yeast anticancer drug screen, S. cerevisiae sgs1 mgt1 strain; 78,000 compounds, 10% hits; growth inhibition, % at 50 µM;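 further: 0% = growth of vehicle-only cultures of the same strain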
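This yeast growth screen uses a strain with defined DNA-repair lesions; compound-treated growth is compared with vehicle-treated growth.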
cln2 rad14: NCI yeast anticancer drug screen, S. cerevisiae cln2 rad14 strain | growth inhibition, % at 50 µM | 78,000 compounds, 8.3% hits;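 further: 0% = growth of vehicle-only cultures of the same strain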
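The screen exposed genetically defined yeast (cln2 rad14) to test compounds and scored growth inhibition relative to vehicle-treated controls.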
bub3: NCI yeast anticancer drug screen, S. cerevisiae bub3 mutant strain; growth inhibition, % at 50 µM; 78,000 compounds, 9.9% hits; AID 167;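 further: 0% = growth of vehicle-only cultures of the same strain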
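In this screen, a yeast mutant lacking normal mitotic checkpoint function is challenged with compound. Relative growth versus vehicle gives the inhibition value.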
* hit, by the source's call; · = not tested or not shown; & = joins results of further samples; ! = repeats disagree. No stated cut-off is given here; in the data, active means growth inhibition above about 70%; inactive means the rest.

SMILES,yeast rad50,yeast mec2-1,mlh1 rad18,yeast sgs1 mgt1,cln2 rad14,bub3
CC(=O)Nc1ccc(/C=N/NC(=S)Nc2cccc3cccnc23)cc1,-1,18,-4,-5,10,31
Cc1ccc(S(=O)(=O)N(CCO)CCCO)cc1,-17,-43,2,-10,5,-35
O=C1OC(CN2CCOCC2)CN1/N=C/c1ccc([N+](=O)[O-])o1 (centres undefined),-3&66,14&27,76*!,86*!,-9&38,0&37
COC(=O)C1C(C)C1c1ccc2c(c1)OCO2 (centres undefined),3,2,-26,-1,-4,-1
c1nc2nc(N3CCCCC3)nc(N3CCCCC3)c2[nH]1,-1,-6,-8,4,4,-39
CCCCCCCCCCS(=O)(=O)CC(=O)O,4,-2,-4,15,-13,-8
CC1=C(c2cc(C(=O)Nc3ccc(Cl)cc3)nc(=S)[nH]2)Sc2ccccc2N1,-31,-15,-35,-46,-1,-6
NC(=S)N/N=C/c1cccc(/C=N/NC(N)=S)c1,8,2,-5,-26,2,13
CC1(C)C2C=CC1(C)C1(CC2)OCCO1 (centres undefined),10,18,-115,-20,21,-56
CCCCCCCCC(=O)c1c(OC)oc(/C=N/NC(N)=S)cc1=O,84*,77*,72*,79*,10,86*
O=c1nc(Oc2ccccc2)nc2c3ccccc3ccn12,-5,16,24,12,-10,19
O=C1c2ccccc2C(=O)N1/N=C/c1ccccc1Cl,-23,-26,14,·,·,·
CCCCCCCCCCCCS(=O)(=O)CCCCCCCCCCC(=O)O,6,-7,18,0,5,-6
Clc1ccc2nc(Cl)c(Cl)nc2c1,81*,45,70,89*,60,65
c1ccc(N2Cc3ccccc3C2(c2ccccc2)c2ccccc2)cc1,25,24,62,39,23,29
O=C(O)Cc1ccc2ccccc2c1Br,-8,13,14,2,23,-9
CC1=Nc2cc(C)c(C)cc2N2C1=CC1=C(C(=O)c3cc4ccccc4cc3C1=O)C2C (centres undefined),16,10,24,16,23,-4
O=[N+]([O-])c1cccc(-c2csc(NNC3=NC/C(=C/c4ccc5c(c4)OCO5)S3)n2)c1,34,-8,22,33,-33,24
O=c1oc2c(ccc3occc32)c(N2CCCCC2)c1-c1ccccc1,-28,-14,-25,-8,16,-56
NC(=S)c1ccc(N=Cc2ccccn2)cc1,0,0,-8,-2,-12,3
COC(=O)CC1(O)C=CCCC1c1ccccc1 (centres undefined),-23,-8,-35,2,0,-8
COc1cc(/C=C/C(=O)c2ccc(O)c(OC)c2)ccc1O,14,48,7,54,34,56
CCCN1CCc2cc(OC)c(OC)cc2C1Cc1ccc(OC)c(OC)c1 (centres undefined),-14,0,-6,·,·,·
CS/C(=C\c1ccc2ccccc2[n+]1C)N1CCN(CCCO)CC1,23,10,38,10,-21,-7
O=C(O)CCCN1C/C(=C\c2ccccc2)C(=O)C1=O,-2,-10,-11,-14,-20,0
COc1ccc(N2C=Nn3c(nc4sc(C)c(C)c4c3=O)C2)cc1,7,13,-1,21,-12,13
Cc1cccc(C[N+](C)(C)CCCO)c1C,-6,-25,-5,0,46,-2
[O-][N+](=Nc1ccc(O)cc1)c1ccc(O)cc1,6,3,5,7,-35,18
CCOC(=O)C1CC(=O)C=C2CCCCC21 (centres undefined),-4,-28,13,-8,5,-30
O=C(O)C1(C(=O)O)CCCCC1.[NH-]CC1(C[NH-])CCCCC1.[Pt+2],22,10,15,28,21,6

Shown with values under each structure: entries from further up.
Every second line gives: yeast rad50	yeast mec2-1	mlh1 rad18	yeast sgs1 mgt1	cln2 rad14	bub3
- COC(=O)CC1(O)C=CCCC1c1ccccc1 (centres undefined)
  -23	-8	-35	2	0	-8
- COc1cc(/C=C/C(=O)c2ccc(O)c(OC)c2)ccc1O
  14	48	7	54	34	56

Next section
SMILES,yeast rad50,yeast mec2-1,mlh1 rad18,yeast sgs1 mgt1,cln2 rad14,bub3
C[C@]12CCC(=O)C=C1CC[C@@H]1[C@@H]2CC[C@@]2(C)[C@H]1CC[C@@]21OCCC1=O,-19,7,6,7,-16,18
C[n+]1cccc(/C=C/c2ccc3cccc(O)c3n2)c1,4,-4,8,-13,-3,-42
CCCCOCCOCc1cc2c(cc1Br)OCO2,-18,-20,-22,-3,-33,-4
COc1ccc(C2c3cc4c(cc3OC(C)(OC)C2C)OCO4)c(OC)c1 (centres undefined),5,26,21,33,-47,-6
NC(=O)NC(CC(=O)O)C(=O)O (centres undefined),-20,-4,-2,-6,66,-30
CN(Cc1ccccc1)C(=O)C(c1ccccc1)c1ccccc1,16,-1,-2,4,-5,22
CCCCCCN(CCCCCC)CC(O)c1ccnc2ccc(OC)cc12 (centres undefined),-10,1,38,74*,-9,27
CCCC(C)C(=O)OC(CC)CC (centres undefined),31,2,11,13,-18,6
CC(C)(C)C1CCC2c3c([nH]c4ccccc34)C3C(=O)N(c4cccc(Cl)c4)C(=O)C3C2C1 (centres undefined),27,-7,12,8,16,14
CC(=N)C1=C(O)COC1=O,3,-3,-15,9,-15,13
S=c1[nH]nc(-c2ccccc2Cl)o1,-48,-18,-66,-48,-21,-5
COc1ccc(/C=N/N2CCN(/N=C/c3ccc(OC)c(OC)c3)CC2)cc1OC,23,1,1,3,19,-2
CCCCCCCCC(C)C,1,3,-3,0,11,2
CC1Nc2ccccc2C1C (centres undefined),-35,-49,-12,-62,7,-60
CCCCOS(=O)(=O)c1ccc([N+](C)(C)C)cc1,4,2,-7,-11,12,1
Cc1ccc(S(=O)CC(CF)OCn2cc(C)c(=O)[nH]c2=O)cc1 (centres undefined),2,7,-53,-43,10,-16
Cc1ccc(NC(=O)c2ccc(OP(=O)(O)Nc3ccc(C)cc3)cc2)cc1,-23,-22,-4,-8,-3,-5
CC1=C(Br)C(=O)C(c2c(C)cc(C)cc2C)=C(Br)C1=O,98*,98*,99*,98*,93*,98*
O=C(O)CSc1ccc([N+](=O)[O-])cc1[N+](=O)[O-],50,-4,31,1,11,24
Cc1ccc(S(=O)(=O)CCCCS(=O)(=O)c2ccc(C)cc2)cc1,2,4,2,-7,-62,-27
CNC(=O)N(C)C(=O)c1ccccc1C(=O)N(C)C(=O)NC,-19,-15,-18,-13,26,-27
O=[N+]([O-])c1ccc(N/N=C/c2ccc(CO)cc2)c([N+](=O)[O-])c1,4,-6,17,18,-14,6
CC(=O)N(CC(=O)C(=O)NNc1ccoc1)c1ccc(Cl)cc1,-12,-12,28,-4,24,2
CCS(=O)(=O)C(CCCl)S(=O)(=O)CC,2,1,14,16,9,17
CC1CCC(=O)CN1Cc1ccccc1 (centres undefined),6,4,5,9,-12,22
O=C(O)c1ccc2c(c1C(=O)O)C(=O)c1ccccc1C2=O,2,18,7,47,12,-21
COC(=O)[C@]1(C)CCC[C@]2(C)c3cc(C(C)=O)c(C(C)C)cc3CC[C@@H]12,93*!,95*!,97*!,94*!,100*!,98*!
Cc1c2ccnc(C(N)=O)c2c(C)c2c1[nH]c1ccccc12,76*,48,74*,39,47,56
CC[O-].CC[O-].CN(C)c1ccc([O-])cc1.CN(C)c1ccc([O-])cc1.[Ti+4],-30,10,-2,2,20,-9
Cc1ccc(S(=O)(=O)C2(NC(=O)c3ccc(Cl)cc3)CC2)cc1,11,16,-2,-7,5,-12

A few values from above.
In yeast mec2-1, O=[N+]([O-])c1ccc(N/N=C/c2ccc(CO)cc2)c([N+](=O)[O-])c1 has -6
In yeast mec2-1, CC[O-].CC[O-].CN(C)c1ccc([O-])cc1.CN(C)c1ccc([O-])cc1.[Ti+4] has 10

Next records follow:
SMILES,yeast rad50,yeast mec2-1,mlh1 rad18,yeast sgs1 mgt1,cln2 rad14,bub3
[N-]=[N+]=Nc1ccccc1-c1ccccc1[N+](=O)[O-],35,-6,29,40,0,-6
COC(=O)/C=C/c1cc(OC)c2c(c1)C(C(=O)OC)C(c1ccc(O)c(OC)c1)O2 (centres undefined),-3,8,-9,-38,-18,-24
C[S+](C)CCOC(=O)C(=[N+]=[N-])c1ccc([N+](=O)[O-])cc1,33,10,59,44,26,10
COc1cc([N+](=O)[O-])c(C=O)c(C(=O)O)c1OC,6,-2,5,-10,14,2
CCC(C)C(NC(=O)C(Cc1c[nH]c2ccccc12)NC(=O)OC(C)(C)C)C(=O)NN (centres undefined),25,4,16,8,15,-4
Cc1nc(C(=O)O)c2ccccc2n1,-3,2,5,-8,4,-10
Brc1ccc2c[n+]3ccccc3cc2c1,12,7,9,12,-32,24
N#[N+]c1c([O-])c2ccccc2c2ccccc12,93*,49,86*,76*,48,44
CN1C(=O)C(O)C[C@@H]1c1ccc(F)cc1 (some centres undefined),-5,7,-30,13,17,0
COc1ccc(CC(N)C(=O)OCc2ccccc2)cc1 (centres undefined),7,-3,15,15,8,6

An excerpt of these results, with each value named.
Brc1ccc2c[n+]3ccccc3cc2c1
  yeast rad50: 12; yeast mec2-1: 7; mlh1 rad18: 9; yeast sgs1 mgt1: 12; cln2 rad14: -32; bub3: 24

N#[N+]c1c([O-])c2ccccc2c2ccccc12
  yeast rad50: 93*; yeast mec2-1: 49; mlh1 rad18: 86*; yeast sgs1 mgt1: 76*; cln2 rad14: 48; bub3: 44

(continued)
SMILES,yeast rad50,yeast mec2-1,mlh1 rad18,yeast sgs1 mgt1,cln2 rad14,bub3
CC(NC(=O)C(NC(=O)OCc1ccccc1)C(C)C)C(=O)NCC(=O)O (centres undefined),0,-23,-4,-10,20,7
Oc1cccc(O)c1,1,-1,33,-1,-12,2
O=C1c2ccccc2Cc2cccc(Cl)c21,88*,24,33,29,17,14
CCOC(=O)CCC(NC(=O)c1ccc(NC(OC)c2nc3cc(C(F)(F)F)ccc3nc2-c2ccccc2)cc1)C(=O)OCC (centres undefined),93*,93*,92*,94*,93*,92*
NNC(=O)N/N=C(\CC1(O)C(=O)Nc2c(Cl)ccc(Cl)c21)c1ccc(F)cc1 (centres undefined),56,40,50,37,3,22
NC(=O)C(c1cccs1)c1cccs1,-4,-1,-30,8,-19,-24
C1CC2(CC3(C1)SCCS3)SCCS2,0,7,0,-1,-12,2
CCOC(=O)C(C)(C#N)C1=CCCCC1 (centres undefined),-22,-36,-46,-26,-9,-15
CC(=O)N/N=C/c1cccc([N+](=O)[O-])c1,-6,5,-8,-5,-36,-20
Cc1ccc(Br)c([N+](=O)[O-])c1,5,-5,2,2,6,0
CC1(C)CCCC2(C)C3C(O)CC2(C)C(O)C31 (centres undefined),22,-4,31,8,-11,13
O=C(NC(c1ccccc1)C(O)C(=O)OCc1ccc2c(c1)C(=O)c1ccccc1C2=O)c1ccccc1 (centres undefined),11,15,21,-23,0,-9
Cc1cc2c(=O)cc(-c3ccc(C(=O)O)cc3)oc2c(C(=O)O)c1C,7,4,10,23,30,6
CCCOC(=O)C1c2ccccc2Oc2ccccc21,-1,0,4,-1,-34,4
O=C(NC(=S)N1CCCC1)c1ccccc1,-17,-14,-2,-5,-12,-6
Cc1ccc(S(=O)(=O)NNC(=O)c2nc3ccccc3c(=O)[nH]2)cc1,17,-4,18,6,-46,50
C=CC(C)(C)n1cc(C2=C(O)C(=O)C(c3cn(C(C)(C)C=C)c4ccccc34)=C(O)C2=O)c2ccccc21,-2,-27,-13,-2,5,-19
CSc1nc(=O)[nH]c2c1[nH]c(=O)n2-c1ccccc1,1,6,-9,-6,-16,8
CCOC(=O)C(C(C)=O)C(c1ccc(OCc2ccccc2)c(C)c1)C(C(C)=O)C(=O)OCC (centres undefined),15,4,20,26,27,9
CCOC(=O)C1(C(=O)OCC)OC(=O)NC2=C1CCCC2,-13,-29,-24,-9,-16,-2
O=[N+]([O-])C(=C(N1CCOCC1)N1CCOCC1)/C(Cl)=C(\Cl)Br,-19,-1,3,-1,-14,4
O=NC1C(Br)C2CC1C1C(Br)C(Br)CC21 (centres undefined),4,6,7,13,0,-1
Cc1sc2nc3n(c(=O)c2c1C)N=C(c1ccc(Cl)cc1)CS3,7,-11,-16,-7,9,-1
Cc1ccc(S(=O)(=O)N/N=C2\CC(C)OC3=C2CCCCCC3)cc1 (centres undefined),75*,79*,68,61,78*,76*
C=C/C=C/NC(=O)Sc1ccccc1,20,5,34,-14,2,28
C(=N/c1ccccn1)/c1ccc2c(c1)OCO2,-4,7,25,17,2,17
COc1ccc(C(CCl)(CCl)c2ccc(OC)c(C)c2)cc1C,-23,-74,-20,-30,-4,5
N#C/C(=N/O)c1ccncc1,-2,0,-3,-18,1,-14
CCCCCCCCCC(=O)N(C)OC,6,4,18,7,1,-5
